ERp5 block = inhibitors of human ERp5; Q15084; ERp5 insulin aggregation, absorbance 650 nm, 90 min; inhibition, % at 9.99 µM; 350,000 compounds, 0.05% hits;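 active means mean replicate inhibition above about 25%, with every replicate also reaching it, limit read from the data, passing the limit was not always enough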
Target sequence (Q15084 whole entry, looked up): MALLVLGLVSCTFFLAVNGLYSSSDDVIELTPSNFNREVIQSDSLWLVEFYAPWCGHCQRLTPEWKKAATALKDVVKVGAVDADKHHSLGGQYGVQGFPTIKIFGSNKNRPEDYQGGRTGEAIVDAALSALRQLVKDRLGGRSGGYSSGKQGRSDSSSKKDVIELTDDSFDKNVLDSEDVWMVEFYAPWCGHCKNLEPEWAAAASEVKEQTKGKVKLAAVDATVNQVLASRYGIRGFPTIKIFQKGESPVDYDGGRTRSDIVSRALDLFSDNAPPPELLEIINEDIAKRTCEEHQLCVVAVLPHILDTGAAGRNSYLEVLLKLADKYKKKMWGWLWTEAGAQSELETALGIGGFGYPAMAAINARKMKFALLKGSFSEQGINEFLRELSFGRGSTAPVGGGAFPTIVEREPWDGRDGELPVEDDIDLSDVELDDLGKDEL
SIRT5 inh = sirtuin-5 (human) deacylase inhibition. Purified SirT5, succinyl-peptide AMC, trypsin-coupled fluorescence. inhibition, % at 15 µM. 330,000 compounds, 1.1% hits; in the data active means inhibition above about 15%
Target sequence (Q9NXA8 whole entry, looked up): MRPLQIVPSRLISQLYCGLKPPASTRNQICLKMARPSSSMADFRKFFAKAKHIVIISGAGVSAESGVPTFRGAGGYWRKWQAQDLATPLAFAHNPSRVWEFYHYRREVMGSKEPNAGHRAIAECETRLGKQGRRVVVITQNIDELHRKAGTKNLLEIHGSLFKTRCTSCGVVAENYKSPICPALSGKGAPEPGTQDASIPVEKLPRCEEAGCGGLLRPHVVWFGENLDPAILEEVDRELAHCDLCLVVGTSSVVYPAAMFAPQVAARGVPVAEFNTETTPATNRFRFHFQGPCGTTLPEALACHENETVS
Cneo AK release = causes C. neoformans cell lysis. adenylate kinase release luminescence, 4 h; normalised: neutral wells 0, clomiphene wells 100. lysis activity, % at 15 µM. 360,000 compounds, 0.2% hits. AID 651654;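 active means mean lysis activity across replicates of at least 80%, whatever share of replicates individually reach that level; inactive means mean lysis activity below 80%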
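read-out = cell lysis signal | test system = log-phase Cryptococcus neoformans yeast cells | input = cells at 5 × 10^6 per mL | medium = fresh YPD growth medium | signal = luminescent adenylate kinase detection reagent | timing = 4 h at 37 °C static, read 1 h later | dosing = single dose | controls = Clomiphene as positive lysis control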
esBAF inh = blocks esBAF chromatin remodeling in mouse ES cells; Bmi1-luciferase knock-in reporter, 24 h; 100% = twice the neutral-well signal; reporter increase, % at 12.5 µM; 350,000 compounds, 2% hits; in the data active means activation above about 40%;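 further: 0% = median of the plate's neutral control wells and 100% = double that signal; a rise in the Bmi1 reporter signal indicates esBAF inhibition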
ARNT-TACC3 inh = disruptors of human ARNT/TACC3 interaction | Q9Y6A5 | AlphaScreen His-ARNT PAS-B/GST-TACC3 binding, luminescence; TACC3 fragment carries E629A point mutation | inhibition, % at 9.99 µM | 390,000 compounds, 0.66% hits;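 active means mean inhibition of replicates at least 50% and at least half of replicates each reaching 50%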;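 further: 0% = complete ARNT plus TACC3 wells and 100% = ARNT alone without TACC3; many hits fall short of the cut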
Statin myotox sup = protects C2C12 myotubes from simvastatin toxicity | ATP luminescence, 48 h; scaled: DMSO 0, geranylgeraniol control 100 | AID 602340 | 330,000 compounds, 0.78% hits | rescue of ATP level, % at 7.49 µM;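 active means mean ATP rescue above about 67%, or every replicate alone reaching that limit, limit read from the data, passing the limit was not always enough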;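 further: myotubes were challenged with 10 µM simvastatin during compound exposure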
miR-122 sensor = blocks miR-122 activity in Huh7 sensor cells; Huh7 miR-122 Renilla luciferase sensor, 48 h; neutral wells = 0, positive control = 100; activation (reporter increase), % at 12.5 µM; 340,000 compounds, 0.3% hits; AID 602342;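 active means mean replicate activation score at least 90 and every replicate individually at or above 90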;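 further: higher luciferase means less miR-122 activity so hits act as miR-122 inhibitors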
Numbers without * were called inactive; nt = no result given; [ ] = another dose, or the depositor's remark.

Each structure is followed by: ERp5 block, SIRT5 inh, Cneo AK release, esBAF inh, ARNT-TACC3 inh, Statin myotox sup, miR-122 sensor
- CC(=O)Nc1ccc(S(=O)(=O)NCC(=O)OCC(=O)NC23CC4CC(CC(C4)C2)C3)cc1
    nt, nt, -0.7, -8.5, -2.2, 3.9, -2.6
- CCCNC(=O)N1C[C@@H]2[C@H](c3ccccc31)[C@H](CO)N2C(=O)NCCC
    3.2, 2.3, 2.4, 0.0, -3.1, -5.4, 4.5[16.7 µM]
- Cc1ccc(S(=O)(=O)N2C(=O)[C@@H]3Cc4ccccc4CN3C2=O)cc1
    -0.7, 17.0*, 1.0, -4.5, nt, 15.8, 9.1
- C[C@H](CO)N1C[C@H](C)[C@@H](CN(C)Cc2ccncc2)OCCCC[C@H](C)Oc2ccc(NC(=O)Nc3ccc(C(F)(F)F)cc3)cc2C1=O
    -0.8, 6.6, -0.7, 3.4, -6.7, nt, -2.0[16.7 µM]
- CCOC(=O)C1=C(O)C(=O)NC(c2ccccc2)=C(OCC)C1
    nt, nt, 0.9, nt, -0.7, nt, -2.5
- O=C(COC(=O)CN1C(=O)c2ccccc2C1=O)NC1CCCC1
    -0.8, -2.9, 1.8, -5.2, -7.3, 1.9, 0.3
- C/C(=N\NC(N)=S)c1cc(-c2ccccc2)c(-c2ccccc2)s1
    2.9, -0.8, 19.3, -6.9, -0.5, 108.1*, nt
- CCN(C(=O)c1cn(CC)c(=O)c2cc(OC)c(OC)cc12)c1ccccc1C
    nt, nt, -2.8, -4.8, -4.0, 5.3, -7.8
- CCOC(=O)CC1C(=O)NCCN1C(=S)NC(=O)c1ccc(C)c(Br)c1 (stereo not drawn)
    -2.1, -0.5, 1.6, 8.2, nt, -7.2, 3.5
- CCc1cc2c(=O)[nH]c(Cc3ccc(Cl)cc3)nc2s1
    nt, nt, -3.7, 2.0, -4.2, nt, -0.9
- COc1ccccc1OCCCc1c(C)n[nH]c1C
    -2.3, 4.7, -1.0, 1.9, 0.1, 14.6, nt
- CCN(C(=O)CSc1nc(C)nc2sc3c(c12)CCC3)C1CCS(=O)(=O)C1 (stereo not drawn)
    6.6, nt, 2.0, -8.9, nt, 9.2, -8.1
- CN(c1ccc(OCC(=O)NC2CCCC2)cc1)S(=O)(=O)c1cccs1
    nt, nt, -1.2, -10.9, -0.5, nt, 11.0
- CCN(C[C@H]1N[C@@](Cc2ccccc2)(C(=O)OC)[C@H]2C(=O)N(Cc3ccccc3)C(=O)[C@@H]12)C(=O)Nc1ccc(Cl)cc1
    -0.9, -3.8, -2.9, 31.8, -3.1, -8.6, 5.6
- CCCCN1C(=O)C(O)(CC(=O)c2ccccc2OC)c2ccccc21 (stereo not drawn)
    2.3, nt, 3.4, -5.5, 20.7, 6.5, 9.5
- C[C@@H]1CN([C@@H](C)CO)C(=O)Cc2cc(NC(=O)CCCCCC(=O)Nc3ccccc3N)ccc2O[C@@H]1CN(C)Cc1ccc2c(c1)OCO2
    2.9, 5.8, -4.3, -11.9, -2.7, 38.1, 5.2[16.7 µM]
- O=C(COC(=O)CNC(=O)c1ccc(Cl)cc1Cl)NNC(=O)c1ccccc1F
    -5.6, -2.1, -1.0, -1.6, -14.1, -2.2, -2.8
- O=S(=O)(Nc1nc2ccccc2nc1Cl)c1ccccc1
    4.4, 1.8, 0.4, nt, -1.8, nt, -4.9
- CS(=O)(=O)N(CC(=O)NCCSCc1cccc(Cl)c1)c1ccc2c(c1)OCO2
    nt, nt, 0.3, -4.8, -0.4, 12.2, 6.5
- CCCNC(=O)N1C[C@H](C)[C@H](OC)CN(C)C(=O)c2cc(NS(C)(=O)=O)ccc2OC[C@H]1C
    -1.3, 1.2, -4.0, -8.2, nt, -4.9, nt

Other compounds:
Each structure is followed by: ERp5 block, SIRT5 inh, Cneo AK release, esBAF inh, ARNT-TACC3 inh, Statin myotox sup, miR-122 sensor
- Cc1ccc(O)c(NC(=O)C2CC(c3ccc(F)cc3)=NO2)c1 (stereo not drawn)
    nt, nt, -4.9, nt, -2.1, nt, -6.0
- C[C@H](CO)N1C[C@H](C)[C@@H](CN(C)Cc2ccc(C(F)(F)F)cc2)Oc2ccc(NS(=O)(=O)c3cn(C)cn3)cc2C1=O
    1.2, -30.0, -0.7, -5.2, -2.1, -25.3, 0.1[16.7 µM]
- CC12CCC(=O)N1C(C(=O)Nc1nc(-c3ccc(F)cc3)cs1)CS2 (stereo not drawn)
    0.5, -2.9, nt, nt, 1.4, nt, nt
- O=C(NC1CC1)c1cccc(NC(=O)c2cc(S(=O)(=O)N3CCOCC3)ccc2Cl)c1
    3.0, -2.6, 4.0, -0.6, 0.7, 4.9, nt
- CCCCCCNC(=O)O[C@H]1Cn2c(=O)n(CCCCCC)c(=O)n2[C@@H]2CN(S(=O)(=O)c3ccc(C)cc3)C[C@]12O
    0.5, 12.2, 5.3, -4.9, nt, 16.3, -8.2
- CO[C@@H]1CN(C)C(=O)c2cc(NS(=O)(=O)c3cccc(Cl)c3)ccc2OC[C@@H](C)NC[C@H]1C
    5.2, 1.8, 3.8, -7.2, -16.0, 7.6, -1.5[16.7 µM]
- COc1ccccc1OCC(=O)Nc1nonc1NC(=O)COc1ccccc1OC
    nt, nt, -0.1, -5.7, -0.8, 0.5, -5.2
- O=C(NNC(=S)NC(=O)c1ccccc1[N+](=O)[O-])c1ccccc1[N+](=O)[O-]
    7.9, -3.4, -1.5, -5.6, 1.0, -5.1, 2.2
- CCCNC(=O)C[C@@H]1C[C@H]2c3cc(NC(=O)c4cccnc4)ccc3O[C@H]2[C@@H](CO)O1
    nt, nt, -2.3, -2.4, -1.5, -4.4, 0.0[16.7 µM]
- COC(=O)NC1(C(=O)O)CCCC1
    1.9, -1.9, -1.0, -3.7, -11.0, -5.3, -9.9
- Cc1ccc(S(=O)(=O)N(C)C[C@H]2Oc3ccc(NC(=O)Nc4cccc5ccccc45)cc3C(=O)N([C@H](C)CO)C[C@@H]2C)cc1
    nt, nt, nt, -2.8, nt, -19.7, -8.2[16.7 µM]
- CC1=NN(c2ccccc2)C(=O)/C1=C\N(O)c1ccccc1
    3.5, 0.9, -0.8, 2.3, 14.4, 8.0, 1.8
- O=c1[nH]cnc2c1sc(=S)n2-c1ccccc1
    nt, nt, 2.2, -7.4, -1.9, 14.0, -0.9
- COc1ccccc1OCC(=O)Nc1cccc(C(=O)N2CCOCC2)c1
    -0.4, -1.1, 0.6, -2.0, -6.1, -3.4, 1.3
- CCOC(=O)Nc1ccc2c(c1)N(C(=O)CCN1CCN(CCO)CC1)c1ccccc1S2
    nt, nt, -0.6, 2.9, 9.2, -4.4, -1.0
- C[C@@H]1CN([C@@H](C)CO)C(=O)c2cccc(NC(=O)C3CCOCC3)c2O[C@H]1CN(C)CC1CCCCC1
    -2.6, 0.7, -3.7, 2.0, 4.7, -49.2, 9.7[16.7 µM]
- CCOC(=O)Cn1nc(C)c(NC(=O)c2ccc(Br)o2)c1C
    0.9, -3.3, 11.0, -1.3, 0.2, -5.7, -1.7
- Cc1ccc(NC(=O)[C@@H]2CCCN2S(=O)(=O)c2ccccc2F)cc1
    1.6, -4.2, -4.8, -0.3, 28.2, 5.4, 2.0
- NC(=O)CCCC1=NS(=O)(=O)c2ccccc2N1
    nt, nt, nt, -0.9, -6.4, -4.3, 3.5
- O=C(c1cc(-c2cccs2)on1)N1CCN(C(c2ccccc2)c2ccccc2)CC1
    nt, nt, -3.4, -8.7, -18.7, 40.0, -3.7

Next section (2 carried over from the part before).
Each structure is followed by: ERp5 block, SIRT5 inh, Cneo AK release, esBAF inh, ARNT-TACC3 inh, Statin myotox sup, miR-122 sensor
- NC(=O)CCCC1=NS(=O)(=O)c2ccccc2N1
    nt, nt, nt, -0.9, -6.4, -4.3, 3.5
- O=C(c1cc(-c2cccs2)on1)N1CCN(C(c2ccccc2)c2ccccc2)CC1
    nt, nt, -3.4, -8.7, -18.7, 40.0, -3.7
- O=C1c2ccccc2C(=O)N1CCCOCc1c[nH]c(=O)[nH]c1=O
    nt, nt, nt, -3.5, -10.8, -5.9, 2.0
- O=C(CSc1nc2ccccc2c(=O)[nH]1)Nc1nc(-c2ccc(Br)cc2)cs1
    -1.1, -5.4, -2.5, -12.0, 3.0, -14.4, 2.6
- O=C(NC(=S)Nc1ccc(N2CCCCC2)c(Cl)c1)c1ccc2c(c1)OCCO2
    nt, nt, -1.5, 6.0, -13.6, -18.9, 3.4
- CCN(C(=O)COc1ccccc1C(=O)NCc1ccccc1)C1CCS(=O)(=O)C1 (stereo not drawn)
    -8.9, -4.3, -4.6, -1.4, -4.1, 13.7, -6.2
- Cc1ccc(NC(=O)Nc2ccc(F)cc2F)c(OC(F)F)c1
    -2.1, -4.4, -1.2, 8.3, -1.4, -22.2, 4.4
- CN1CCN(c2ccc(-c3ccnn3C(=O)Nc3ccccc3)cc2)CC1
    0.1, -2.0, nt, nt, 0.0, nt, nt
- Cc1ccc(CCNC(=O)c2cc(S(=O)(=O)N3CCCC3)cn2C)cc1
    -8.1, 4.1, -0.6, 12.3, -4.9, -11.7, 6.3
- COc1cc(NC(=O)c2ccc3c(c2)OCCO3)ccc1NC(=O)c1ccccc1Cl
    1.3, -4.6, -0.2, 12.0, -5.3, -24.8, -3.9
- CCOc1ccccc1NC(=O)C1CCCN(S(=O)(=O)c2ccc(-n3cnnn3)cc2)C1 (stereo not drawn)
    -3.5, 1.0, -2.2, -4.2, -1.3, 7.5, -1.3
- Cc1nn(-c2ccccc2)nc1C(=O)c1c(C)[nH]n(-c2ccccc2)c1=O
    4.8, -0.2, 0.2, nt, -0.3, nt, -3.3
- CCC(C)n1cnc2c(c1=O)c1nc3ccccc3nc1n2-c1ccc2c(c1)OCCO2 (stereo not drawn)
    nt, nt, -3.8, 2.5, nt, -1.1, 7.2
- O=C(C[C@H]1CC[C@@H]2[C@H](COC[C@@H](O)CN2Cc2ccc(Cl)cc2)O1)Nc1nccs1
    -0.3, 2.0, -6.0, 3.9, 32.1, 13.2, -4.6[16.7 µM]
- Cc1ccccc1CC(=O)Nc1cccc(S(=O)(=O)N2CCCC2)c1
    -0.4, 0.0, -1.9, -2.7, -13.2, 24.6, 12.2
- CNC(=O)c1c(NC(=O)C2=COCCO2)sc2c1CCCC2
    3.1, 1.5, -0.1, 10.8, -2.3, 2.5, 3.5
- O=C(NCc1ccccn1)c1cccc(S(=O)(=O)N2CCCCC2)c1
    4.3, -6.6, -0.8, 1.2, 29.5, 4.0, nt
- COc1ccc2c(c1)C(=O)N(c1ccc(C)cc1)C(=O)C2
    nt, nt, 0.8, 11.9, -2.8, 3.2, 10.1
- Cc1ccc(Cl)cc1-c1ccc(C=Nc2ccc(N3CCOCC3)cc2)o1
    -0.9, -0.1, nt, nt, 7.9, nt, nt
- O=C(c1ccc(C(F)(F)F)cc1)N1CCN(S(=O)(=O)c2ccc3c(c2)OCCCO3)CC1
    3.1, -0.2, 0.6, -3.8, 8.1, -12.5, -3.5
- COc1ccc(/C=N/Nc2ccc(C(=O)O)cc2)cc1Br
    -3.0, nt, 0.0, -48.7, 7.8, -16.7, 11.7
- CCN1CCN(c2sc(S(=O)(=O)CC)nc2S(=O)(=O)c2ccc(Cl)cc2)CC1
    -0.2, 0.6, -1.4, -9.4, nt, 7.7, -6.0
- CCCCn1c(SCCN2CCCCC2)nc2c1c(=O)n(C)c(=O)n2C
    3.1, nt, 5.2, 1.4, nt, -2.3, -4.1

Screening data from PubChem BioAssay.
